GSIS activator = GLuc luminescence reporter in INS-1E cells, primary screen for activators of glucose-dependent secretion of insulin; INS-1E GLuc reporter insulin secretion, 2-3 h; activation, % at 16.6 µM; hit rate 0.61% among 370,000;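 active = lowest replicate activation of at least 40%, so every replicate reaches that level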;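 note: 0% = median of neutral control wells and 100% = median of IBMX positive control wells; some compounds called inactive have numbers as strong as hits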
PGC1a acetyl inh = inhibitors of PGC1a acetylation signal, primary screen, cell-based, U2OS, AlphaScreen, inhibitor mode | inhibition, % at 15.6 µM | AlphaScreen anti-acetyl-lysine; with virally co-expressed GCN5 acetyltransferase | hit rate 0.17% among 350,000 | AID 651687, 2012;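 active = every replicate shows inhibition of at least 40%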;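 note: 0% = neutral control wells and 100% = positive control wells; some results beyond the cut were filed as inactive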
Statin myotox sup = suppressors of statin myotoxicity in C2C12 myotubes, primary screen, cell-based, single point, plate reader | hit rate 0.78% among 330,000 | rescue of ATP level, % at 7.49 µM | AID 602340, 2012 | C2C12 myotubes + simvastatin, ATP luminescence, 48 h; scaled: DMSO 0, geranylgeraniol control 100;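 active = mean ATP rescue above about 67%, or every replicate alone reaching that limit, limit read from the data, passing the limit was not always enough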;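 note: myotubes were challenged with 10 µM simvastatin during compound exposure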
Cneo AK release = Cryptococcus neoformans cell lysis inducers, primary screen, AK release luminescence, single concentration; AID 651654, 2012; lysis activity, % at 15 µM; C. neoformans lysis, adenylate kinase release luminescence, 4 h; normalised: neutral wells 0, clomiphene wells 100; hit rate 0.2% among 360,000;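 active = mean lysis activity across replicates of at least 80%, whatever share of replicates individually reach that level; inactive = mean lysis activity below 80%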
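Schedule: static 4 h at 37 °C with compound, 1 h detection; system: C. neoformans cells; benchmarks: Clomiphene as positive control; buffer or medium: fresh YPD medium; measure: luminescence rise reflecting yeast cell lysis; measured by: luminescent adenylate kinase detection reagent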
FN deposition inh = inhibitors of fibronectin matrix deposition, primary screen, AH1F cells, Alexa488-fibronectin fluorescence, plate reader | inhibition, % at 12.6 µM | hit rate 0.086% among 350,000 | AH1F fibroblasts, overnight;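 active = mean inhibition across replicates of 30% or more, regardless of how many single replicates reach that level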;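 note: positive control wells lacked labelled fibronectin entirely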
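test system = AH1F fibroblasts assembling fluorescent fibronectin matrix | quantity = 10000 AH1F cells per well | buffer or medium = DMEM plus 2% serum, read in PBS | doses = single dose, pinned | incubation = 1 h cell attachment, overnight exposure to compound and label | detection = fluorescence at 485 nm excitation, 525 nm emission | read-out basis = inhibition from reduced deposited-fibronectin fluorescence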
PglD DTNB = C. jejuni PglD acetyltransferase inhibitors, primary screen, biochemical, DTNB colorimetric, single point; inhibition, % at 12.5 µM; hit rate 0.098% among 360,000; UDP-N-acetylbacillosamine N-acetyltransferase PglD (Campylobacter jejuni); purified PglD enzyme, DTNB colorimetric CoA detection; AID 602405, 2012; in the data active = inhibition above about 16%, passing the limit was not always enough; note: strong numbers were not always called active
CFTR F508del cor = F508del CFTR correction, initial screen, CFBE line, single point; CFBE cells, YFP halide quenching; stimulated with forskolin plus potentiator P3; % fluorescence drop versus neutral controls; activity (quench increase), % at 7.58 µM; hit rate 0.36% among 350,000;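 active = mean added fluorescence quench of at least 8% versus neutral control, with both replicates also reaching 8%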;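 note: cells transiently co-express mutant CFTR-F508del with the halide-sensitive YFP; corrector assay measuring rescue of mutant channel to the surface after 24 h compound exposure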
miR122 inh = miR-122 Renilla sensor signal increase in Huh7, primary screen, miR-122 inhibitor project, cell-based, single point, plate reader. Huh7 miR-122 Renilla luciferase sensor, 48 h; neutral wells = 0, positive control = 100. activation (reporter increase), % at 12.5 µM. hit rate 0.3% among 340,000. AID 602342, 2012;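 active = mean replicate activation score at least 90 and every replicate individually at or above 90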;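 note: higher luciferase means less miR-122 activity so hits act as miR-122 inhibitors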
* marks the source's active call; other numbers are inactive results; x = no result given; [ ] = dose if it differs, or a comment.

1	CC(=O)c1ccc(NC(=O)NNS(=O)(=O)c2ccc(F)cc2)cc1
2	CCC(=O)N1c2ccccc2NC2=C(C(=O)CC(c3ccco3)C2)C1c1ccco1 (stereo not drawn)
3	N#C[C@H]1[C@@H](c2ccc(C3=CCCCC3)cc2)[C@H](CO)N1C(=O)c1cccc(F)c1
4	CN(C)S(=O)(=O)c1cc(NC(=O)CNCCN2CCOCC2)ccc1Cl
5	CCOC(=O)c1c(C)[nH]c(NC(=O)NNC(=O)c2ccc(OC)cc2)c1C
6	CN(CC(=O)Nc1ccc(N2CCOCC2)cc1)C(=O)COc1ccccc1F
7	CCOC(=O)C1=C(C#N)C(C(=O)OCC)c2ncccc21 (stereo not drawn)
8	O=C(COC(=O)c1cc(=O)[nH]c2ccccc12)NCc1ccccc1

entry no.	1	2	3	4	5	6	7	8
GSIS activator	11.8	x	-19.3	5.7	0.5	59.7	x	4.3
PGC1a acetyl inh	-7.5	8.5	-8.0	-4.7	x	2.4	-0.8	3.2
Statin myotox sup	x	-27.7	-20.4	5.1	-0.2	5.0	0.1	6.2
Cneo AK release	-0.5	0.6	1.6	1.6	-2.6	3.2	0.4	-1.2
FN deposition inh	-0.6	x	-9.9	3.7	5.9	-6.9	-3.0	7.5
PglD DTNB	-3.5	-1.7	0.3	-5.3	-6.5	-0.6	2.8	-3.6
CFTR F508del cor	-1.5	x	0.7	1.2	1.3	0.2	-0.3	-1.2
miR122 inh	1.1	9.4	x	-6.0	x	-3.3	2.8	4.7

9	CCOC(=O)C1CCN(C(=O)c2cccc(S(=O)(=O)N(C)C3CCCCC3)c2)CC1
10	COc1ccc(/C=C/C(=O)NCCCc2ccccc2)cc1OC
11	COC(=O)c1cc(C(=O)OC)cc(N2C(=O)CN=C2Nc2nc(C)cc(C)n2)c1
12	Cc1cc([N+](=O)[O-])cc2c1NC(c1ccccn1)C1CC=CC21 (stereo not drawn)
13	CCN1C(=O)[C@@H]2[C@@H]3CN(S(=O)(=O)c4ccccc4C)[C@@H](c4ccc(Cl)cc4)[C@@H]3C(=O)C[C@@H]2C1=O
14	CCOC(=O)C1=C2c3cc(OC)c(OC)cc3CC(C)(C)N2C(=O)C1=O
15	c1ccc(-c2ncc(-c3ccn[nH]3)s2)cc1
16	COCC(=O)Nc1ccc2c(c1)OC[C@@H](C)N(C(=O)c1ccccc1)C[C@@H](C)[C@@H](OC)CN(C)C2=O

entry no.	9	10	11	12	13	14	15	16
GSIS activator	2.6	2.7	x	-3.5	x	44.9*	10.4	-0.9
PGC1a acetyl inh	3.8	2.3	-11.4	2.9	8.6	-17.7	5.7	-1.4
Statin myotox sup	18.4	-11.5	-9.6	x	9.2	x	-9.4	0.5
Cneo AK release	x	-1.1	-22.6	x	1.6	10.5	x	4.6
FN deposition inh	-2.4	-36.0	x	7.7	14.5	7.3	-7.0	10.6
PglD DTNB	x	-4.6	-0.7	x	-7.1	8.5	x	-0.4
CFTR F508del cor	2.3	x	x	1.7	0.1	x	-2.1	-0.6
miR122 inh	-5.9	-6.5	4.8	x	-5.7	-1.6	-2.8	-13.0[16.7 µM]

17	Cc1ccc(SC(C)C(=O)NC2CC2)cc1 (stereo not drawn)
18	O=C(Cn1nc(C(=O)O)c2ccccc2c1=O)Nc1ccc2c(c1)OCO2
19	Cn1cnc(S(=O)(=O)N2C[C@H](O)COC[C@H]3O[C@H](CC(=O)NCc4ccc(F)cc4)CC[C@@H]32)c1
20	O=C(NCc1ccc2c(c1)OCO2)c1cccc2c1C(=O)N(C1CCCCC1)C2
21	CCC(=O)Nc1ccc(C(=O)CSc2nnc(-c3cccnc3)o2)cc1
22	CC1CCCN(Cc2nc3c(c(=O)n(C)c(=O)n3C)n2CCCc2ccccc2)C1 (stereo not drawn)
23	C[C@H]1CN([C@@H](C)CO)C(=O)Cc2cc(NC(=O)Cc3cn(C)c4ccccc34)ccc2O[C@H]1CN(C)CC1CCCCC1
24	Cc1ccc2cc(CN(CCN(C)C)C(=S)Nc3ccccc3)c(=O)[nH]c2c1C

entry no.	17	18	19	20	21	22	23	24
GSIS activator	-0.3	9.0	-0.1	10.8	x	-16.8	-14.4	-7.0
PGC1a acetyl inh	2.2	-1.6	-3.8	x	-1.1	-28.5	6.7	-2.6
Statin myotox sup	x	5.5	-7.4	11.8	7.9	24.4	15.3	1.5
Cneo AK release	-2.7	1.2	2.5	-1.2	-2.4	0.0	-1.7	-0.5
FN deposition inh	4.2	-1.7	6.6	15.3	5.0	x	9.7	7.4
PglD DTNB	-1.2	1.0	-2.0	0.7	-1.4	4.8	0.0	-4.0
CFTR F508del cor	-1.9	-0.7	-0.6	-0.8	x	x	1.9	3.1
miR122 inh	-0.9	-3.9	12.2[16.7 µM]	4.0	-7.2	-4.0	9.9[16.7 µM]	-8.5

Exported bar-delimited: part of the list above.
entry | SMILES | GSIS activator | PGC1a acetyl inh | Statin myotox sup | Cneo AK release | FN deposition inh | PglD DTNB | CFTR F508del cor | miR122 inh
21 | CCC(=O)Nc1ccc(C(=O)CSc2nnc(-c3cccnc3)o2)cc1 | x | -1.1 | 7.9 | -2.4 | 5.0 | -1.4 | x | -7.2
22 | CC1CCCN(Cc2nc3c(c(=O)n(C)c(=O)n3C)n2CCCc2ccccc2)C1 (stereo not drawn) | -16.8 | -28.5 | 24.4 | 0.0 | x | 4.8 | x | -4.0

More structures follow:
25	CC(C)c1ccc(CN(C(=O)c2cccs2)C2CCS(=O)(=O)C2)cc1 (stereo not drawn)
26	COC(=O)CCC(=O)COc1ccc(OC)cc1C#N
27	COc1ccccc1N(CC(=O)NCCSCc1cccc(Cl)c1)S(C)(=O)=O
28	COC(=O)[C@@H]1C[C@@]2(O)[C@H](O)[C@H](O)[C@H](O)C[C@H]2N1C/C=C/c1ccccc1
29	CSCCC(NC(=O)c1ccco1)C(=O)N(C)CC(=O)Nc1c(Cl)cccc1Cl (stereo not drawn)
30	CC(=O)c1ccc(NC(=O)C2CCCN(C(=O)c3ccc(Cl)cc3)C2)cc1 (stereo not drawn)
31	COc1ccc(S(=O)(=O)N(C)C[C@@H]2OCc3cn(nn3)CCCC(=O)N([C@@H](C)CO)C[C@@H]2C)cc1
32	CN1CCN(C(=O)C[C@H]2CC[C@@H]3[C@H](COc4ccc(NC(=O)C5CC5)cc4C(=O)N3C)O2)CC1

entry no.	25	26	27	28	29	30	31	32
GSIS activator	18.7	-1.9	-19.3	x	11.4	-15.7	-4.2	1.6
PGC1a acetyl inh	-1.3	-4.7	x	-1.2	1.3	-8.5	8.7	-3.7
Statin myotox sup	x	3.5	17.7	-7.2	8.0	x	4.4	3.5
Cneo AK release	-1.1	-4.9	-1.1	-3.8	x	x	-27.9	-3.3
FN deposition inh	1.8	x	1.3	-9.0	1.2	-1.1	-6.7	5.5
PglD DTNB	3.0	9.2	8.3	-4.1	x	x	3.0	0.7
CFTR F508del cor	-0.5	x	2.9	4.8	4.3	2.3	0.0	-1.1
miR122 inh	-6.2	-1.7	x	-5.1	3.3	-6.3	4.5[16.7 µM]	0.6[16.7 µM]

33	C=CCn1c(O)c(N=NC(=S)Nc2cccc(OC)c2)c2ccccc21
34	C[C@@H]1CN([C@@H](C)CO)C(=O)Cc2cc(NS(C)(=O)=O)ccc2O[C@@H]1CN(C)Cc1ccc2c(c1)OCO2
35	CCn1nc(NC(=O)c2ccccn2)c2cc3cccc(C)c3nc21
36	OC(c1cc(Cl)cc(Cl)c1)c1ncc(-c2ccccc2F)[nH]1 (stereo not drawn)
37	COc1ccc(OC)c(C2=C/C(=C/c3ccccn3)C(=O)O2)c1
38	COc1cccc(N2CCN(C(=O)c3[nH]c(C)c(C(C)=O)c3C)CC2)c1
39	C=CCNc1nc(SC)nc2ccsc12
40	O=C(Nc1ccccc1C(=O)NC(Cc1c[nH]c2ccccc12)C(=O)O)c1ccccc1 (stereo not drawn)

entry no.	33	34	35	36	37	38	39	40
GSIS activator	7.1	1.0	x	-16.9	-3.2	x	x	23.1
PGC1a acetyl inh	x	25.7	-5.9	x	-3.4	-6.2	-9.2	11.7
Statin myotox sup	x	23.0	-18.1	3.8	x	-19.0	-18.0	-5.9
Cneo AK release	0.2	-3.3	-16.8	-4.0	x	-0.1	-3.1	x
FN deposition inh	x	-1.5	x	-4.4	-28.4	-3.2	x	6.8
PglD DTNB	5.5	4.3	-5.7	7.0	x	-2.1	0.5	x
CFTR F508del cor	x	1.9	x	0.6	3.9	x	x	0.6
miR122 inh	21.9	2.3[16.7 µM]	-3.6	150.4*	x	8.8	-6.8	-9.5

41	N#CCSc1nnc(Nc2ccccc2)s1
42	Nc1cc(S(=O)(=O)N2CCCCC2)ccc1N1CCOCC1
43	CC(C)(C)CCN1CCC(CN2CCNC2=S)CC1
44	O=C(C[C@H]1C/C=C\C[C@@H](Cc2ccc(F)cc2)C(=O)O[C@H](c2ccccc2)CNC1=O)NCCO
45	COc1ccccc1C(=O)NC(CCSC)C(=O)NCC(c1ccco1)N(C)C (stereo not drawn)
46	C=CCc1ccccc1OCC(O)CN(C(C)C)C(C)C (stereo not drawn)
47	COC(=O)c1sccc1S(=O)(=O)N1CCCC(N(C)CCc2ccccn2)C1 (stereo not drawn)
48	C[C@@H]1CCCCO[C@H](CN(C)Cc2ccc(C(=O)O)cc2)[C@@H](C)CN([C@H](C)CO)C(=O)c2cc(NC(=O)Nc3ccc(F)cc3)ccc2O1

entry no.	41	42	43	44	45	46	47	48
GSIS activator	14.2	-0.5	4.9	21.4	x	x	5.1	32.2
PGC1a acetyl inh	0.7	10.7	-13.1	x	6.3	3.8	x	9.6
Statin myotox sup	-0.2	2.7	4.5	3.9	-5.0	17.9	6.3	x
Cneo AK release	3.5	x	3.0	3.7	2.1	-3.4	3.1	-5.1
FN deposition inh	6.2	0.2	-1.4	12.9	-5.0	x	-1.5	x
PglD DTNB	2.9	x	-2.9	1.7	-2.8	-3.8	1.5	2.8
CFTR F508del cor	x	3.2	3.3	-2.8	x	x	0.6	-3.0
miR122 inh	-6.7	0.9	2.3	x	2.0	3.6	0.4	3.7[16.7 µM]

49	CC(C)N(C(=O)[C@H]1C[C@H](CC(=O)NCCCn2ccnc2)C(=O)N2CCc3c([nH]c4cc(CCC(=O)N(C)C)ccc34)[C@]12C)C(C)C
50	O=C(NCc1ccc(F)cc1)c1cc(C2CCCCN2S(=O)(=O)c2ccc(F)cc2F)on1 (stereo not drawn)
51	COc1ccc(N2C(=O)CC(n3c(CCCCO)nc4ccccc43)C2=O)cc1 (stereo not drawn)
52	CC1Cc2ccccc2N1C(=O)CSc1nnc2c(n1)[nH]c1ccc(F)cc12 (stereo not drawn)

entry no.	49	50	51	52
GSIS activator	26.6	-1.8	-1.5	x
PGC1a acetyl inh	1.4	5.7	-0.5	-16.9
Statin myotox sup	4.8	15.6	-0.9	-1.5
Cneo AK release	1.4	0.1	4.5	-1.5
FN deposition inh	0.0	-5.3	x	5.7
PglD DTNB	0.6	-6.4	7.4	-3.9
CFTR F508del cor	-0.4	-3.6	x	x
miR122 inh	-4.7	-6.5	-3.7	-4.7
